Compound activity (PubChem)
TDP43 rescue – rescues yeast growth from TDP-43 toxicity; Potency, µM (series often up to 46.1 µM), without a hit: at the highest dose growth rescue (activation), usual class: activators; 410,000 tested, 1.8% active; TDP-43 expressing yeast growth rescue, BacTiter-Glo, 24 h; note: potency is the fitted concentration of half-maximal effect; % of control where 0% means no effect; nearly all actives have a fitted effect of over 50% in size
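Luminescence from BacTiter-Glo reports growth of TDP-43-expressing yeast after 24 hr at 30 deg C with compound. Cells were raffinose-pregrown to mid-log, then seeded in galactose medium at OD600=0.02.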
Abeta rescue – compounds reversing amyloid beta toxicity in yeast; Potency, µM (highest dose often 46.1 µM), for the others: at the top dose growth rescue, actives largely listed as activators; AID 1347071; 410,000 tested, 0.063% active; yeast expressing A-beta42, growth rescue, OD600, 48 h; response scale: 0% DMSO, 100% iron-clioquinol control; note: potency is the fitted concentration of half-maximal effect; nearly all actives have a fitted effect of over 55% in size
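Yeast A-beta toxicity model in growth medium with pinned compounds, 48 h at 30 C; growth read as absorbance at 600 nm. Normalized to FeCl3/clioquinol equimolar mix (positive) and DMSO (negative).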
aSyn yeast inh – rescues yeast growth from alpha-synuclein toxicity | Yeast expressing alpha-synuclein, growth rescue, BacTiter-Glo, 24 h | Potency, µM (highest dose often 46.1 µM), inactives show at the highest dose growth rescue (activation), most hits filed as activators | 370,000 tested, 0.14% active | AID 652106; note: potency is the fitted concentration of half-maximal effect; % of control where 0% means no effect; nearly all actives have a fitted effect of over 65% in size
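Screening used galactose-induced yeast with toxic alpha-synuclein levels, exposed to compound for 24 hr at 30 deg C. Cell growth, read with BacTiter-Glo luminescence, gave the measured signal.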
GLP1R inv ag – inverse agonists of human GLP-1 receptor | HEK293 GLP-1R CRE-luciferase, luminescence, 24 h; GLP-1R form is constitutively active | Potency, µM (series often up to 38.3 µM), inactives show at the top dose activity change, negative = inhibition, usual class: inhibitors | AID 624417 | P43220 | 410,000 tested, 1.6% active; note: potency is the fitted concentration of half-maximal effect; % is set by controls: 0 for no effect and ±100 for the full control effect; nearly all actives have a fitted effect of over 55% in size
Target sequence (P43220 whole entry, looked up): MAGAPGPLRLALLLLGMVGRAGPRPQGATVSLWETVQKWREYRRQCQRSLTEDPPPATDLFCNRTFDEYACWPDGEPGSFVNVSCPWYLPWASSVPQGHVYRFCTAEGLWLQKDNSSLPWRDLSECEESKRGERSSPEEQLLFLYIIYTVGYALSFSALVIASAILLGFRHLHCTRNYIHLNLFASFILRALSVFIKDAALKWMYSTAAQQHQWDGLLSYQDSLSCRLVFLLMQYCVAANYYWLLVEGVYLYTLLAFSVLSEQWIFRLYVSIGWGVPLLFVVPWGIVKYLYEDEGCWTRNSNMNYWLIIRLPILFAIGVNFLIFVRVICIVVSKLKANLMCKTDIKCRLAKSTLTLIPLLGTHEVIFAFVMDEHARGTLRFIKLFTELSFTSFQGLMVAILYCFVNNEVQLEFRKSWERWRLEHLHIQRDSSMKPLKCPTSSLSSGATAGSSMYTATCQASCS
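GLP-1R inverse agonism mode: basal reporter luminescence in engineered HEK293 cells measured after one day of compound exposure at 37 deg C, with a 12 min room-temperature detection step.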
GLP-1R agonist – GLP-1 receptor (human) agonism | Potency, µM (top dose mostly 45.6 µM), without a hit: at the highest dose activation, most hits filed as activators | HEK293 GLP-1R CRE-luciferase, luminescence, 4-6 h; cells express a hypersensitive GLP-1R form | P43220 | 380,000 tested, 0.007% active | AID 624172; note: potency is the fitted concentration of half-maximal effect; % of control where 0% means no effect
PTHR1 ag – activates the human parathyroid hormone receptor PTHR1; HEK293 GP2 PTHR1 cells, GloSensor cAMP luminescence, 1 h; 410,000 tested, 0.075% active; Potency, µM (highest dose often 115 µM), without a hit: at the highest dose activation, most hits filed as activators; AID 743266; Q03431; note: potency is the fitted concentration of half-maximal effect; nearly all actives have a fitted effect of over 55% in size; some results filed as inactive show a strong effect at the top dose; inactives centre near -15; many of its hits are not listed in these tables
Target sequence (Q03431 whole entry, looked up): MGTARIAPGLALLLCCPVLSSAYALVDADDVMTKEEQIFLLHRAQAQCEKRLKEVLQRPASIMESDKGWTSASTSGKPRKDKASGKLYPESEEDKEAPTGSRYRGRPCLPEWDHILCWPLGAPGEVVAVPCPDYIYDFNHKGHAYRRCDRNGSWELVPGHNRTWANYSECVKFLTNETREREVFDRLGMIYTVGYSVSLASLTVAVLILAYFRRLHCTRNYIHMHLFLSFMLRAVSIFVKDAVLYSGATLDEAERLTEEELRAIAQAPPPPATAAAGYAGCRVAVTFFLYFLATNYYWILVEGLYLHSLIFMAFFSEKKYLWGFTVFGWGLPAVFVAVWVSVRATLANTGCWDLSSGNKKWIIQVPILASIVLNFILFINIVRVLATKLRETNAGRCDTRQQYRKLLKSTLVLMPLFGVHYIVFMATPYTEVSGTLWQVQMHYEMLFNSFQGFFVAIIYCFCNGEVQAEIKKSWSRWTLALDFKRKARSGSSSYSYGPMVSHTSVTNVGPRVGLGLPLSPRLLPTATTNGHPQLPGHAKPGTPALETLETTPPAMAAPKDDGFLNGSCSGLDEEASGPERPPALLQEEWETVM
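HEK-293-derived GP2 cells expressing PTHR1 and a GloSensor cAMP reporter, 3,000/well, plated overnight, given luciferin plus IBMX (each 0.5 mM as added) for 1 h at 37 °C, then compound for 1 h at 37 °C. Luminescence was read after 15 min at room temperature.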
DRD3 antagonist – antagonists of human D3 dopamine receptor; P35462; D3R cells, DiscoveRx beta-arrestin luminescence, antagonist mode; hits give low values; max response, negative = inhibition, %; 360,000 tested, 2.5% active; in the data active = max response below about -50%; inconclusive = no clear call, values can overlap the other calls; note: % is set by controls: 0 for no effect and ±100 for the full control effect; mostly tested at two doses, the higher about 12 µM
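Cells plated overnight at 1500 cells/well, then exposed to library compounds with dopamine controls for 90 minutes at 37 degrees C. DiscoveRx reagent added for 30–60 minutes at room temperature; luminescence read, quantitative HTS format.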
FUS yeast rescue – FUS proteinopathy suppression in yeast | S. cerevisiae FUS-expressing, growth rescue, OD600, 24 h | 390,000 tested, 0.24% active | AID 1347120 | Potency, µM (highest dose often 76.6 µM), for the others: top-dose growth rescue (activation), actives largely listed as activators;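 note: potency is the fitted concentration of half-maximal effect; plate controls were DMSO vehicle for no effect and reference control for full effect; nearly all actives have a fitted effect of over 55% in size; some results filed as inactive show a strong effect at the top dose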
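Compound concentration series was pinned onto galactose-induced FUS-expressing yeast seeded at OD 0.005. Plates sat 24hr at 30C; absorbance at 600 nm gave growth. DMSO served as background control.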
pAkt inh – blocks phosphorylation of Akt | Neuro2A IGF-stimulated pAkt S473 HTRF, 20 min; hits give low values | activity change, % for hits at 50 µM | 360,000 tested, 0.32% active | AID 651550; in the data active = activity change below about -80%; inconclusive = mostly about -51% to -80%; note: % is set by controls: 0 for no effect and ±100 for the full control effect
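Single-point screen (50 µM final compound) in Neuro2A cells stimulated 20 min with 6 nM IGF at 37 deg C. After lysis, Ser473-phosphorylated Akt read by HTRF (ex 330 nm, em 615/665 nm) as the 665/615 ratio.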
Active calls of the source: *; [ ] = another dose, or the depositor's remark. Unless noted, calls come from the whole dose curve; as a rule, active = well fitted curve in the direction sought with a large enough effect; inconclusive = small, poorly fitted or top-dose-only effect, or another doubt; inactive = no such curve, though single readings can be large; an effect the other way counts as inactive or inconclusive. An excerpt. The share of hits here may be higher or lower than overall.

What do the screens show for `O=C(CN1CCN(S(=O)(=O)/C=C/c2ccccc2)CC1)NCC(F)(F)F`?
TDP43 rescue: 27%; Abeta rescue: -4%; aSyn yeast inh: 0%; GLP1R inv ag: -3%; GLP-1R agonist: 5%; PTHR1 ag: -16%; DRD3 antagonist: -13; FUS yeast rescue: 14%; pAkt inh: inactive

What do the screens show for `O=S1(=O)C=C[C@@H](COCc2ccccc2)N1Cc1ccc(Br)cc1`?
TDP43 rescue: inconclusive; Abeta rescue: 2%; aSyn yeast inh: inconclusive; GLP1R inv ag: -17%; GLP-1R agonist: 6%; PTHR1 ag: -37%[inhibitor]; DRD3 antagonist: -51*; FUS yeast rescue: 36%; pAkt inh: inactive

What do the screens show for `CCOc1ccc(NS(=O)(=O)c2ccc(Cl)c(C(=O)N(C)Cc3cccnc3)c2)cc1`?
TDP43 rescue: 0%; Abeta rescue: -11%; aSyn yeast inh: 3%; GLP1R inv ag: 47%[activator]; GLP-1R agonist: 9%; PTHR1 ag: -9%; DRD3 antagonist: 1; FUS yeast rescue: -9%; pAkt inh: inactive

How did CCn1c(=O)n(CC)c2cc(NC(=O)C(C)c3ccccc3)c(Br)cc21 (configuration not stated) do in these assays?
TDP43 rescue: -19%; Abeta rescue: -18%; aSyn yeast inh: -2%; GLP1R inv ag: -11%; GLP-1R agonist: -5%; PTHR1 ag: inactive; DRD3 antagonist: 17; FUS yeast rescue: 0%; pAkt inh: inactive

How did CCc1ccccc1N1CCN(S(=O)(=O)c2ccc(F)c(C)c2)CC1 do in these assays?
TDP43 rescue: -23%; Abeta rescue: -1%; aSyn yeast inh: -2%; GLP1R inv ag: 4%; GLP-1R agonist: -9%; PTHR1 ag: inactive; DRD3 antagonist: -26; FUS yeast rescue: -4%; pAkt inh: inactive

Results for COc1cc2c(cc1OC)-c1cc(Nc3ccc(C)cc3)nc(=O)n1CC2 ?
TDP43 rescue: 18%; Abeta rescue: 1%; aSyn yeast inh: 4%; GLP1R inv ag: 105%[activator]; GLP-1R agonist: inconclusive; PTHR1 ag: inactive; DRD3 antagonist: 24; FUS yeast rescue: 2%; pAkt inh: inactive

How did CC/C(=N/N=C(/CC)c1ccc(O)cc1)c1ccc(O)cc1 do in these assays?
TDP43 rescue: 14%; Abeta rescue: 19%; aSyn yeast inh: 1%; GLP1R inv ag: 5%; GLP-1R agonist: 1%; PTHR1 ag: -41%[inhibitor]; DRD3 antagonist: 1; FUS yeast rescue: 0%; pAkt inh: inactive

Results for COc1ccccc1NC(=O)CCn1c(=O)oc2cc(Cl)ccc21 ?
TDP43 rescue: inconclusive; Abeta rescue: -11%; GLP1R inv ag: -9%; PTHR1 ag: 15%; FUS yeast rescue: -21%

How did CC[C@@H]1C=C(C(=O)O)[C@H](c2cccc(C)c2)N1S(=O)(=O)c1ccc(C)cc1 do in these assays?
TDP43 rescue: 4%; Abeta rescue: 8%; aSyn yeast inh: 2%; GLP1R inv ag: -8%; GLP-1R agonist: 4%; PTHR1 ag: 16%; DRD3 antagonist: 18; FUS yeast rescue: -3%; pAkt inh: inactive

Results for CN1CCN(C(=S)c2cn(CCOc3ccccc3)c3ccccc23)CC1 ?
TDP43 rescue: -2%; Abeta rescue: 8%; aSyn yeast inh: 1%; GLP1R inv ag: -24%; GLP-1R agonist: 10%; PTHR1 ag: inactive; DRD3 antagonist: -2; FUS yeast rescue: 0%; pAkt inh: inactive

Results for Cc1ccc(-c2ccc(C#N)c(=O)n2CC(=O)N(C)C)cc1 ?
TDP43 rescue: 6%; Abeta rescue: -7%; aSyn yeast inh: -1%; GLP1R inv ag: 5%; GLP-1R agonist: 0%; PTHR1 ag: inactive; DRD3 antagonist: 14; FUS yeast rescue: -2%; pAkt inh: inactive

Results for Cc1ccc(Oc2ccccc2)c(NC=O)c1 ?
TDP43 rescue: -1%; Abeta rescue: -6%; aSyn yeast inh: 5%; GLP1R inv ag: 0%; GLP-1R agonist: 20%; PTHR1 ag: inactive; DRD3 antagonist: -16; FUS yeast rescue: 12%; pAkt inh: inactive

What do the screens show for `CCOC(=O)CN1C(=O)C(O)=C(C(C)=O)C1c1ccc(F)cc1` (configuration not stated)?
TDP43 rescue: 2%; Abeta rescue: -11%; aSyn yeast inh: 1%; GLP1R inv ag: 18%; GLP-1R agonist: -17%; PTHR1 ag: -17%; DRD3 antagonist: -25; FUS yeast rescue: -1%; pAkt inh: inactive

How did C#CC(C)(C)NC(=S)NC1CC2C=CC1C2 (configuration not stated) do in these assays?
TDP43 rescue: 7%; Abeta rescue: 8%; aSyn yeast inh: 2%; GLP1R inv ag: -27%; GLP-1R agonist: -12%; PTHR1 ag: -5%; DRD3 antagonist: 3; FUS yeast rescue: 3%; pAkt inh: inactive

Results for COc1ccc(Br)cc1CNC(=O)CSc1n[nH]c(-c2ccccc2)n1 ?
TDP43 rescue: 10%; Abeta rescue: 5%; GLP1R inv ag: -11%; PTHR1 ag: inactive; FUS yeast rescue: 15%

What do the screens show for `COC(=O)C1(CO)NC(c2cccs2)C2C(=O)N(c3ccccc3)C(=O)C21` (configuration not stated)?
TDP43 rescue: 4%; Abeta rescue: 14%; aSyn yeast inh: -12%; GLP1R inv ag: 2%; GLP-1R agonist: -14%; PTHR1 ag: inactive; DRD3 antagonist: 19; FUS yeast rescue: inconclusive; pAkt inh: inactive

How did Cc1noc(C)c1NC(=O)N(C)C[C@H]1Oc2ccc(NC(=O)Nc3ccccc3)cc2C(=O)N([C@H](C)CO)C[C@@H]1C do in these assays?
TDP43 rescue: 9%; Abeta rescue: 6%; aSyn yeast inh: 0%; GLP1R inv ag: 5%; GLP-1R agonist: 11%; PTHR1 ag: inactive; DRD3 antagonist: 24; FUS yeast rescue: 10%; pAkt inh: inactive

Results for c1cncc(C2OCC3(CO2)COC(c2cccnc2)OC3)c1 (configuration not stated) ?
TDP43 rescue: -11%; Abeta rescue: -4%; aSyn yeast inh: 0%; GLP1R inv ag: 10%; GLP-1R agonist: -6%; PTHR1 ag: inconclusive; DRD3 antagonist: 0; FUS yeast rescue: -14%; pAkt inh: inactive

What do the screens show for `O=C(N/N=C/c1ccco1)/C(=C/c1cccc([N+](=O)[O-])c1)NC(=O)c1ccccc1`?
TDP43 rescue: -17%; Abeta rescue: -8%; aSyn yeast inh: -8%; GLP1R inv ag: 3%; GLP-1R agonist: -14%; PTHR1 ag: inactive; DRD3 antagonist: 14; FUS yeast rescue: 41%; pAkt inh: inactive

Results for O=C(CCNC(=O)c1ccc(Cl)cc1)NNC(=O)c1ccc(F)cc1 ?
TDP43 rescue: -7%; Abeta rescue: -2%; aSyn yeast inh: 3%; GLP1R inv ag: 13%; GLP-1R agonist: -2%; PTHR1 ag: inactive; DRD3 antagonist: 17; FUS yeast rescue: 1%; pAkt inh: inactive

Results for C(=N\Nc1nc2ccccc2[nH]1)/c1cccc2nccnc12 ?
TDP43 rescue: 3%; Abeta rescue: -44%[inhibitor]; aSyn yeast inh: -7%; GLP1R inv ag: inconclusive; GLP-1R agonist: 9%; PTHR1 ag: -45%[inhibitor]; DRD3 antagonist: 27; FUS yeast rescue: 3%; pAkt inh: inactive

Results for O=C(Nc1ccccc1-c1ccccc1)C(c1ccccc1)c1ccccc1 ?
TDP43 rescue: 20%; Abeta rescue: 6%; aSyn yeast inh: 12%; GLP1R inv ag: 0%; GLP-1R agonist: -6%; PTHR1 ag: inactive; DRD3 antagonist: -7; pAkt inh: inactive

How did CCOC(=O)c1ccc(NC(=O)C(=O)NCC2CCCO2)cc1 (configuration not stated) do in these assays?
TDP43 rescue: -29%; Abeta rescue: -8%; aSyn yeast inh: -7%; GLP1R inv ag: 12%; GLP-1R agonist: -3%; PTHR1 ag: inconclusive; DRD3 antagonist: 0; FUS yeast rescue: -6%; pAkt inh: -108%*

Results for O=C(Cn1c(=O)oc2cc(S(=O)(=O)N3CCCC3)ccc21)NCc1ccc(Cl)cc1 ?
TDP43 rescue: -12%; Abeta rescue: -15%; aSyn yeast inh: -8%; GLP1R inv ag: -27%; GLP-1R agonist: -6%; PTHR1 ag: -83%[inhibitor]; FUS yeast rescue: 11%

How did Cc1cccc(C(=O)O/N=C(\N)CS(=O)(=O)c2ccccc2)c1 do in these assays?
TDP43 rescue: -5%; Abeta rescue: 6%; aSyn yeast inh: -1%; GLP1R inv ag: 4%; GLP-1R agonist: 6%; PTHR1 ag: inactive; DRD3 antagonist: 4; FUS yeast rescue: -2%; pAkt inh: inactive

What do the screens show for `COC(=O)Nc1nc(C)c(C(=O)c2ccccc2)s1`?
TDP43 rescue: 6%; Abeta rescue: 4%; aSyn yeast inh: -11%; GLP1R inv ag: inconclusive; GLP-1R agonist: -1%; PTHR1 ag: inactive; DRD3 antagonist: inconclusive; FUS yeast rescue: -3%

What do the screens show for `Cc1cc(C)cc(NC(=O)CSc2nnc(CNC(=O)c3cccs3)o2)c1`?
TDP43 rescue: -8%; Abeta rescue: -5%; aSyn yeast inh: -3%; GLP1R inv ag: 2%; GLP-1R agonist: -7%; PTHR1 ag: -9%[57.5 µM]; DRD3 antagonist: -4; FUS yeast rescue: 20%; pAkt inh: inactive

Results for Cc1ccc(CSCC(=O)N/N=C/c2sccc2C)cc1 ?
TDP43 rescue: inconclusive; Abeta rescue: -5%; aSyn yeast inh: 18%; GLP1R inv ag: inconclusive; GLP-1R agonist: 7%; PTHR1 ag: inactive; DRD3 antagonist: 12; FUS yeast rescue: 1%; pAkt inh: inactive
